Assay outcomes: PubChem BioAssay, several laboratories
Vc quorum ag – quorum light induction in luxS cqsA deficient V. cholerae. activation, % at 18.7 µM. V. cholerae BH1578 lux reporter, luminescence, 6 h. hit rate 0.16% among 350,000; in the data active = activation mostly above about 9.7%, no sharp cut-off; also: not every result past the cut was called active; inactives centre near 0; reference of the scale not given here
TcdB inh – inhibitors of Clostridioides difficile toxin B glycohydrolase; P18177; TcdB glycohydrolase enzymatic assay, plate reader; inhibition, % at 9.99 µM; hit rate 0.24% among 350,000; in the data active = inhibition above about 10%
PriA SSB inh – blocks PriA binding to SSB C-terminal tail; AlphaScreen SSBct-PriA binding, biotinylated peptide; hit rate 0.6% among 430,000; inhibition, % at 33 µM; AID 1272365; in the data active = inhibition mostly above about 37%, no sharp cut-off; inactive = mostly below about 20%;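 also: plate controls were negative control peptide for no effect and reference peptide for full effect; strong numbers were not always called active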
PrPC TRFRET – cell surface PrPC inhibition, primary TR-FRET screen; P04156; hit rate 0.43% among 370,000; TR-FRET read-out; inhibition, % at 13.8 µM; in the data active = inhibition above about 24%; also: 0% = median of the test wells and 100% = reference compound wells
MazEF act – increases E. coli MazEF RNase cleavage of RNA; P0AE70; activation, % at 20 µM; FAM/BHQ RNA-DNA oligo cleavage fluorescence, 5 h; hit rate 0.32% among 350,000; in the data active = activation above about 50%
Target sequence (P0AE70 whole entry, looked up): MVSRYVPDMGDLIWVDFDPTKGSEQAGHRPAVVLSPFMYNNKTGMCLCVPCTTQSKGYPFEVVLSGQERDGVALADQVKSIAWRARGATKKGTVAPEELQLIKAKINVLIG
CCHFV vOTU inh – CCHFV vOTU protease inhibition; Pep-AMC fluorescence; inhibition, % at 11.5 µM; hit rate 0.55% among 370,000; AID 651958; in the data active = inhibition above about 30%; also: 0% = vehicle wells with enzyme and 100% = no enzyme wells
Yp Topo-I inh – Y. pestis Topo-I inhibition via cleavage products | hit rate 0.064% among 360,000 | activity, % at 10 µM | Y. pestis Topo-I cleavage product accumulation, plate reader; in the data active = activity above about 50%, passing the limit was not always enough; also: inactives centre near 2
VHR inh abs – DUSP3 (human) phosphatase inhibition. recombinant VHR phosphatase, pNPP absorbance. AID 1654. inhibition, % at 13.3 µM. P51452. hit rate 0.52% among 290,000; in the data active = inhibition above about 50%; also: some compounds called inactive have numbers as strong as hits
Target sequence (P51452 whole entry, looked up): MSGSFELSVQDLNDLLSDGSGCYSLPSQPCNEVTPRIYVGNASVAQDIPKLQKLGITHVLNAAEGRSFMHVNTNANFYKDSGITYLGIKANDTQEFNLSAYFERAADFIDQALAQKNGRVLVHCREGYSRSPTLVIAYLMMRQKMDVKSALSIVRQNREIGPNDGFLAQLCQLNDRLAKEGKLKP
Rv3671c protease – Rv3671c (M. tuberculosis) protease inhibition; P9WHR9; inhibition, % at 5.96 µM; hit rate 0.048% among 320,000; in the data active = inhibition above about 38%;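 also: extracellular domain of Rv3671c used as enzyme; 0% = enzyme with DMSO and 100% = no enzyme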
Target sequence (P9WHR9 whole entry, looked up, the tested form may be a part): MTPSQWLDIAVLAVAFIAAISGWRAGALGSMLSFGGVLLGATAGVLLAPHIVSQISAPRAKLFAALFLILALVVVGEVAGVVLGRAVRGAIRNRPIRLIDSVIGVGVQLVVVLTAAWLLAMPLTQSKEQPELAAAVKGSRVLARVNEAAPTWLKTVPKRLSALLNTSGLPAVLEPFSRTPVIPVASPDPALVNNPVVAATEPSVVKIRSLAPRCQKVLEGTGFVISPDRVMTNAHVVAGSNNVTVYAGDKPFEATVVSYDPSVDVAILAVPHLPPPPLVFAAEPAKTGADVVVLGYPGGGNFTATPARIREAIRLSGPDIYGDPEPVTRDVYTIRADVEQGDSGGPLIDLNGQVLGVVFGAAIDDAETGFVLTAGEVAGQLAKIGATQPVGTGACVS
3CLpro inhibitor – SARS-CoV 3CLpro protease inhibition. recombinant SARS-CoV 3CLpro, quenched FRET peptide cleavage. inhibition, % at 6 µM. hit rate 0.14% among 290,000; in the data active = inhibition above about 12%
* hit, by the source's call; i = inactive; · = not tested or not shown; + = active, no number; & = joins results of further samples. An excerpt. The share of hits here may be higher or lower than overall.

nr	canonical_smiles	Vc quorum ag	TcdB inh	PriA SSB inh	PrPC TRFRET	MazEF act	CCHFV vOTU inh	Yp Topo-I inh	VHR inh abs	Rv3671c protease	3CLpro inhibitor
1	CC(C)(C)c1cc(NC(=O)c2cccc(S(=O)(=O)N3CCOCC3)c2)no1	-0.2	·	0	12	-5	-1	2	-18	-16	-1
2	C[C@H](CO)N1C[C@H](C)[C@H](CN(C)C(=O)c2ccncc2)OCc2ccccc2-c2c(n(C)c3ccccc23)C1=O	0.5	0.4&-0.4	·	1	6	5	27	·	·	·
3	CN(C)C(=O)COn1c(SCC(=O)N(C)C)nc2ccccc2c1=O	-0.7	·	-6	6	0	-1	6	12	4	0
4	O=C(Nc1cccc2ncccc12)c1ccco1	-0.3	0.6	-15	-4	2	10	-3	19	4	11
5	Cc1c(C)c2cc(Cl)c(O)c(CN3CCCCC3)c2oc1=O	·	·	-3	·	5	·	·	4	-4	1
6	O=C1CN(C(=O)COC(=O)C23CC4CC(CC(O)(C4)C2)C3)c2ccccc2N1	-1.9	·	-11	-3	4	-5	-2	6	-2	-2
7	Cc1ccc(S(=O)(=O)N2CCC(C(=O)OCC(=O)N3CCC(C)CC3)CC2)cc1C	i	1.0	-4	-4	-7	-4	16	·	3	·
8	CNC(=O)c1ccc(=O)n(Cc2cccc(C(F)(F)F)c2)c1	-1.8	0.6	-8	5	11	-6	6	27	-1	4
9	O=C(CN(Cc1ccc(Cl)c(Cl)c1)S(=O)(=O)c1ccccc1)N/N=C\c1ccc2c(c1)OCO2	-0.9	·	·	·	2	·	8	-2	-10	2
10	Cc1ccc(C2(O)CCN3CCCCC32)cc1 (configuration not stated)	i	·	4	11	2	9	-3	10	2	-1
11	CCn1c(SCC(=O)NC2CCCCC2C)nnc1-c1ccc(OC)cc1 (configuration not stated)	-0.4	·	9	3	-5	-8	9	41	7	3
12	NC(=O)c1ccsc1NC(=O)CN1C(=O)NC2(CCCCC2)C1=O	i	-2.6	8	2	-2	20	-2	·	-18	·
13	Cc1nnc(SCC(=O)c2c(N)n(C)c(=O)n(C)c2=O)[nH]c1=O	i	·	-8	-5	0	4	0	21	12	·
14	O=C(CSc1nnc2c(Cl)cc(C(F)(F)F)cn12)N(Cc1ccccc1)Cc1ccccc1	-0.2	·	-15	1	-8	10	9	3	-10	0
15	CCc1nnc(NC(=O)Cc2c[nH]c3ccccc23)s1	·	3.8	-6	-3	3	8	-7	22	7	1
16	Oc1[nH]c2ccccc2c1N=NC(=S)NCC1CCCO1 (configuration not stated)	-0.2	0.6	-16	-13	9	-3	-4	13	0	1
17	CC(C)Sc1nnc([C@@H]2CCCN2C(=O)OC(C)(C)C)o1	i	·	0	-1	4	4	-5	14	2	-3
18	CCOc1ccc(/C=N/NC(=O)c2csc(C)c2C)c(OCC)c1	0.8	1.8	·	-4	-1	-1	9	-8	0	3
19	CC(=O)N1CCN(c2ccc(NC(=O)c3cccc(C)c3)cc2)CC1	-0.9	0.1	-6	0	12	9	5	-8	1	6
20	CCc1noc(C)c1C(=O)N(C)CC(=O)Nc1ccc(Br)cc1C	-0.3	2.1	16	-4	-1	-2	6	·	1	·
21	CCOC(=O)CSC1=C(C#N)C(c2ccccc2C)C2=C(CCCC2=O)N1 (configuration not stated)	-0.4	·	1	2	-6	-2	-2	-6	-1	0
22	CC(C)n1nc(C(=O)Oc2cc(Cl)ccc2Cl)c2ccccc2c1=O	-0.7	·	-9	2	-4	-18	32	-10	0	3
23	Cc1cccc(C)c1N=Cc1c(O)n(-c2nccs2)c(=O)c2ccccc12	-0.3	·	14	·	-1	·	39	19	-9	0
24	N#Cc1c(N2CCCC2)ccc(Br)c1Cl	-0.5	0.9	5	4	0	9	4	13	8	3
25	COc1ccc(/C=C2/S/C(=N/S(=O)(=O)Cc3ccccc3)NC2=O)cc1OC	-3.1	0.5	·	-19	2	8	11	-13	0	5
26	CC(C)Cc1nc2sc3c(c2c(=O)n1N)CC(C(C)C)OC3 (configuration not stated)	0.3	-0.2	-3	2	8	-10	-1	-3	2	1
27	Cc1nn2c3ccccc3n(Cc3ccccc3)c2nc1=O	·	·	-26	4	1	11	-1	13	4	-2
28	COc1ccc(C)cc1S(=O)(=O)NC1CCCCCC1	-12	3.0	3	0	-2	-2	15	-14	-2	-6
29	Cc1ccc(C)c(S(=O)(=O)N2CCCOC2CNC(=O)C(=O)NCc2cccs2)c1 (configuration not stated)	0.5	2.5	-5	5	-2	-8	12	7	3	2
30	O=C(Cn1cnc2c(oc3ccccc32)c1=O)N1CCN(c2ccccc2)CC1	i	·	-5	2	5	-2	10	32	-1	2

(list continues)
nr	canonical_smiles	Vc quorum ag	TcdB inh	PriA SSB inh	PrPC TRFRET	MazEF act	CCHFV vOTU inh	Yp Topo-I inh	VHR inh abs	Rv3671c protease	3CLpro inhibitor
31	Cc1cc(C(=O)N2CCN(S(=O)(=O)c3ccc(F)c(Cl)c3)CC2)c(C)o1	-0.4	-2.1	4	7	5	15	4	·	-4	·
32	CCN(CC)C(=O)c1cccc(-c2csc(C(C)(NC(C)=O)c3ccc(OC)cc3)n2)c1 (configuration not stated)	i	-0.9	·	3	·	1	4	·	·	·
33	CCc1nnc(NC(=O)c2ccc(F)c(S(=O)(=O)N3CCCCC3)c2)s1	-0.1	0.6	-10	0	-2	-2	6	21	·	1
34	Cc1ccc2cccc(S(=O)(=O)N3CCN(c4cccc(Cl)c4)CC3)c2n1	-0.3	0.7	1	·	-8	·	-2	4	-11	-3
35	CC(C)CCN(CC(=O)NC(C)(C)C)C(=O)C(=O)Nc1ccc2c(c1)OCCO2	0.0	0.2	-15	-5	-5	-4	-1	12	4	4
36	Nc1ncnc2nc(SCCOc3ccc(Cl)cc3)[nH]c12	-0.2	0.2	-6	3	6	3	-4	-8	-3	-3
37	CN(C)C(=O)CCc1ccc2c3c([nH]c2c1)[C@]1(C)[C@@H](C(=O)N2CCOCC2)C[C@H](CC(=O)NCCc2ccccn2)C(=O)N1CC3	i	0.5	-2	6	10	-5	4	·	·	·
38	O=C(N/N=C/c1cccc2cccnc12)c1ccccc1O	-5.6	-0.4	+	-9	7	15	0	5	12	-1
39	COc1ccc(NC(=O)Cc2c[nH]c3ccccc23)cc1S(=O)(=O)N1CCCCC1	-0.4	·	9	-3	9	6	0	-10	1	2
40	O=C(Cn1cc(C(F)(F)F)ccc1=O)N/N=C/c1cccc(Cl)c1Cl	-1.8	0.9	·	0	11	-4	-3	3	3	5
41	CCCCC(C(=O)NC1CCCC1)N(Cc1ccco1)C(=O)Cn1nnc(-c2ccc(F)cc2)n1 (configuration not stated)	-1.7	·	-17	-6	2	8	2	-8	-9	-3
42	COc1cccc(N2CC(C)Cn3c2nc2c3c(=O)n(CCN3CCOCC3)c(=O)n2C)c1 (configuration not stated)	-1.3	-0.9	-8	1	-1	-4	-11	0	2	5
43	COc1ccc(NC(=O)Nc2nnc(CC(=O)NCc3ccccc3)s2)cc1	-0.2	1.4	-24	-5	-16	7	-2	40	-28	-3
44	COc1cccc(CNCc2ccc(OC)cc2OC)c1	i	-4.4	-11	-2	13	5	6	56*	-1	-1
45	O=C(Oc1ccc(F)cc1)N1CCOCC1	-0.7	1.1	4&6	-4	-11	-12	1	11	3	-1
46	CC(C)(C)NC1=CC(=O)OC12CCCCC2	-5.9	·	-14	-4	0	-3	-2	26	-3	1
47	COCCNC(=O)C(=O)Nc1cc2c3c(c1)CCC(=O)N3CCC2	-0.2	0.8	-5	3	11	16	8	-4	4	-7
48	CSc1cccc(CNC(=O)C2CCC(=O)N(Cc3cccc(C(F)(F)F)c3)C2)c1 (configuration not stated)	-11	-1.0	4	-1	3	4	17	-6	0	3
49	CC(=O)c1ccc(N2CCN(S(=O)(=O)c3ccc4c(c3)NC(=O)CC(=O)N4)CC2)cc1	i	-1.0	-2	-1	23	11	-7	6	0	-2
50	Cc1ccc2nc(-c3ccc(Br)cc3)cc(C(=O)NCC3CCCO3)c2c1 (configuration not stated)	-0.3	-2.6	·	-5	6	14	2	·	·	·
51	Cc1c(C(=O)NNC(=O)c2csc(N3CCOCC3)n2)oc2ccc(Br)cc12	-0.5	-4.6	·	-2	2	2	-2	·	·	·
52	COc1ccc(-c2nc(-c3ccccc3)c(-c3cccs3)[nH]2)cc1OC	3.3	·	26	11	-1	-15	-10	6	15	3
53	CC(=O)N1CCCC(C)(C(=O)N(C)Cc2cccc3ccccc23)C1 (configuration not stated)	i	1.1	·	6	·	12	5	·	·	·
54	CCCCCCCc1nn2c(=O)cc(O)nc2s1	-0.2	·	-6	-2	1	8	-7	-2	-3	1
55	CCCCCn1c(=NC(C)=O)c(C#N)cc2c(=O)n3ccccc3nc21	i	·	-6	2	-2	-75	-6	18	8	1
56	O=C(C1CCN(S(=O)(=O)c2cccc3nsnc23)CC1)N1CCc2ccccc2C1	i	·	-10	-30	-2	4	9	6	7	5
57	O=C(c1ccc(-n2nc(C(F)(F)F)c3c2CCCC3)cc1)N1CCOCC1	-0.5	0.6	-6	-7	-6	5	2	10	-1	-5
58	C[C@H](O)[C@@H]1CN2CCc3c([nH]c4ccccc34)[C@@H]2C[C@@H]1N(C)Cc1cc(Cl)cc(Cl)c1	-0.4	0.9	·	-10	-11	9	-3	·	·	·
59	O=C1C(C2=NC(c3ccccn3)C3C(=O)N(c4ccc(Cl)cc4Cl)C(=O)C23)=C(O)c2ccccc21 (configuration not stated)	-0.1	1.4	-11	-3	-15	-10	4	5	1	-2
60	O=C1CC(c2ccccc2)CC2=C1C(c1ccccn1)Nc1ccccc1N2 (configuration not stated)	i	-0.1	-1	4	3	-4	2	-2	10	0

Random excerpt: 2 entries already listed.
nr	canonical_smiles	Vc quorum ag	TcdB inh	PriA SSB inh	PrPC TRFRET	MazEF act	CCHFV vOTU inh	Yp Topo-I inh	VHR inh abs	Rv3671c protease	3CLpro inhibitor
57	O=C(c1ccc(-n2nc(C(F)(F)F)c3c2CCCC3)cc1)N1CCOCC1	-0.5	0.6	-6	-7	-6	5	2	10	-1	-5
53	CC(=O)N1CCCC(C)(C(=O)N(C)Cc2cccc3ccccc23)C1 (configuration not stated)	i	1.1	·	6	·	12	5	·	·	·

Additional entries follow:
nr	canonical_smiles	Vc quorum ag	TcdB inh	PriA SSB inh	PrPC TRFRET	MazEF act	CCHFV vOTU inh	Yp Topo-I inh	VHR inh abs	Rv3671c protease	3CLpro inhibitor
61	O=C(CN1CCc2ccccc2C1)NC1CCCC1	-2.2	0.6	-9	4	-1	0	0	8	4	1
62	O=C(O)c1cccc(Nc2ncnc3c2cnn3-c2ccccc2)c1	17*	·	-8	2	5	8	-7	-16	2	-2
63	CCc1ccc(S(=O)(=O)NCC2(N3CCOCC3)CCCCC2)cc1	0.3	0.6	0	0	1	14	12	·	3	·
64	COc1ccc(OC)c(/C=N/NC(=O)c2[nH]ncc2Br)c1	0.7	0.0	i	5	3	-34	0	41	-11	3
65	CCN(CC)CCNC(=O)Cn1c(C)cc2ccccc2c1=O	i	·	-9	2	6	-1	7	-25	-1	-6
66	Cc1cccnc1NC(=O)c1ccc(S(=O)(=O)N2CCCCCC2)cc1	i	-0.8	-22	1	-2	-5	2	·	4	·
67	COc1cc(/C=N/NC(=O)C(Cc2c[nH]c3ccccc23)NC(=O)OCC(C)C)cc([N+](=O)[O-])c1OCc1ccccc1 (configuration not stated)	i	-0.4	·	-7	4	2	0	18	-9	5
68	Fc1ccc2cnc(-c3cccnc3)cc2c1	-11	8.7	-24	-7	-1	4	1	·	-7	·
69	C/C(=N/NC(=O)CN1CCN(Cc2ccccc2Cl)CC1)c1cccs1	1.2	0.5	·	0	0	-3	6	-13	-20	2
70	NS(=O)(=O)c1ccc(-c2ccc(/C=N/NC(=O)c3ccccc3O)o2)cc1	2.6	1.5	i	-19	10	2	-7	-4	4	2
71	CC(=O)Nc1ccccc1OCC(=O)N(Cc1ccccc1)C(C)C	-0.2	0.4	-15	21	3	-3	-7	-14	-5	-2
72	Cc1ccc(C2(C)NC(=O)N(CC(=O)NCc3cccc(Cl)c3)C2=O)cc1 (configuration not stated)	-0.1	0.8	-3	-1	0	-15	-5	2	4	5
73	CCn1c(C)c(C)c2cc(C(=O)NCCCN3CCCC3)ccc21	-0.3	2.9	6	-5	-3	-3	14	-13	-14	-2
74	Cc1ccc(-n2c(O)c(/C=N/c3ncc(Br)cc3Br)c(=O)[nH]c2=O)cc1	1.4	1.8	·	-3	-3	-4	12	-8	-10	-5
